Rac1 GTP hydrolysis: MgcRacGAP GTPase-activating activity inhibitors, confirmation, biochemical, ADP Hunter fluorescence. inhibition, % at 30 µM, or IC50 in µM where a hit was titrated. MgcRacGAP-stimulated Rac1 GTP hydrolysis, ADP Hunter fluorescence; higher % means a stronger effect; GST-tagged Rac1 F28L mutant substrate. 340,000 tested, 0.6% active;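 active = first-screen hits whose inhibition reached a set limit at any dose in the follow-up dose series; inconclusive = inhibition above the set first-screen limit but never retested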;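 note: fluorescence reports GDP produced by GAP-driven GTP hydrolysis; strong numbers were not always called active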
SIAH1 antagonists: Siah-1 peptide-binding antagonists, primary screen, biochemical, fluorescence polarization, rhodamine-plectin, uHTS (AID 1817) | Siah-1 / rhodamine-plectin peptide fluorescence polarization; higher % means a stronger effect | 290,000 tested, 0.02% active | displacement, % at 20 µM; hits with a dose series show IC50 in µM;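 active = displacement of at least 50% at 20 µM, with a fluorescence ratio check between 0.3 and a set limit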;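 note: plate controls were Siah plus tracer with DMSO for no effect and tracer alone without Siah for full effect; strong numbers were not always called active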
RSV antiviral HEp-2: RSV antiviral activity via CPE protection, HEp-2 cells, primary 10 µM value included (AID 2391) | HEp-2 cells, RSV-induced CPE inhibition; higher % means a stronger effect | CPE inhibition, % at 10 µM; hits with a dose series show IC50 in µM | 310,000 tested, 0.13% active; in the data active = a potency from the dose series; inconclusive = CPE inhibition mostly from about 23% at the one dose, without a potency; inactive = the rest, 99 in 100 with CPE inhibition below about 21%; note: strong numbers were not always called active
SV40 large T antigen: TAg ATPase/helicase activity blockers – biochemical (AID 1903) | SV40 large T antigen ATPase/helicase inhibition assay; higher % means a stronger effect | one-dose inhibition, % at 20 µM; IC50 in µM for titrated hits | 310,000 tested, 0.39% active; in the data active = a potency from the dose series; inconclusive = inhibition mostly from about 32% at the one dose, without a potency; inactive = the rest, 99 in 100 with inhibition below about 32%; note: strong numbers were not always called active
NTR1 ag: NTR1-driven beta-arrestin-GFP spot formation – imaging, U2OS cells, high content, primary screen (AID 493036). P30989. agonist mode. activation, % at 20 µM. 330,000 tested, 0.17% active;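 active = activation at or above 40% of the spot to cytoplasm intensity ratio, with at least 20 cells analyzed; inconclusive = wells under 20 cells, flagged as cytotoxic or low count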;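 note: 0% = DMSO without peptide and 100% = 100 nM NTR1 peptide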
Target sequence (P30989 whole entry, looked up): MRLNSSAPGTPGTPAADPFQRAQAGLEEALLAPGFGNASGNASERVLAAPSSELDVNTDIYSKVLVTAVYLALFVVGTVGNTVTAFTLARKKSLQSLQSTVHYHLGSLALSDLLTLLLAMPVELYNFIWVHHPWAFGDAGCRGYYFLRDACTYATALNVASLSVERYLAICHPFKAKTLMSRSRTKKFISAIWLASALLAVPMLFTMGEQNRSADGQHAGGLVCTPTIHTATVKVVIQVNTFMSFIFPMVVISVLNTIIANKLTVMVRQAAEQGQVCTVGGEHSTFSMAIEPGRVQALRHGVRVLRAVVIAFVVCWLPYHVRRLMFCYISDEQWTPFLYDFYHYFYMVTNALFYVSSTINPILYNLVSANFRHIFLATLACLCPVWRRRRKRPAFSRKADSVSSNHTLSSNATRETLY
K1F lysis inhibition: inhibition of K1F phage lysis, E. coli UTI89, bacterial capsule biogenesis inhibitors, alamar blue (AID 488966); E. coli UTI89 K1F phage lysis, alamar blue, 2 h; higher % means a stronger effect; inhibition, % at 100 µM; hits with a dose series show IC50 in µM; 340,000 tested, 0.02% active;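 active = phage lysis inhibition, versus mean bacterial control, above a set limit; inconclusive = no clear call, values can overlap the other calls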;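 note: capsule biogenesis inhibitors block K1F phage lysis so surviving cells raise fluorescence; higher fluorescence means more inhibition of phage lysis; actives were called in the ten point dose series up to 300 µM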
AID2073: disruptors of CaV2.2 binding to Mint1 – biochemical, HTRF (AID 2073); HTRF protein-protein interaction, Mint1-CaV2.2; higher % means a stronger effect; inhibition, % at 20 µM, or IC50 in µM where a hit was titrated; 290,000 tested, 0.19% active; in the data active = inhibition mostly above about 51%, no sharp cut-off; inconclusive = no clear call, values can overlap the other calls; inactive = mostly below about 53%; note: some results filed as inactive read as strong as hits
Dengue-2 NS5 capping: flavivirus cap methylation enzyme inhibition – biochemical, confirmation dose response, primary screen (AID 588689); Dengue-2 NS5 methyltransferase capping enzyme assay, biochemical; higher % means a stronger effect; inhibition, % at 25 µM; hits with a dose series show IC50 in µM; 340,000 tested, 0.3% active; in the data active = a potency from the dose series; inconclusive = inhibition above about 29% without an active follow-up result
West Nile antiviral: inhibition of WNV-induced cytopathic effect – cell-based, CPE readout (AID 1621). West Nile virus-infected cells, CPE inhibition; higher % means a stronger effect. one-dose CPE inhibition, % at 10 µM; IC50 in µM for titrated hits. 290,000 tested, 0.02% active; in the data active = a potency from the dose series; inconclusive = CPE inhibition mostly from about 3.7% at the one dose, without a potency; inactive = the rest, 99 in 100 with CPE inhibition below about 2.2%; note: strong numbers were not always called active
NTR1 ag cell count 20 µM: further read-out of NTR1 ag, marked with its call; cell count; measured here: cell count, cytotoxicity flag
Dengue-2 NS5 capping pilot replicate: recorded beside Dengue-2 NS5 capping, whose call it bears; inhibition, %; measured here: pilot screen replicate inhibition
Active calls of the source: *; ? = inconclusive; . = no result given; [ ] = remark or other dose. No enrichment for hits. About 1.6% of those tested had a hit in this group.

SMILES | Rac1 GTP hydrolysis | SIAH1 antagonists | RSV antiviral HEp-2 | SV40 large T antigen | NTR1 ag | NTR1 ag cell count 20 µM | K1F lysis inhibition | AID2073 | Dengue-2 NS5 capping | West Nile antiviral | others
CCCCCCN(C(=O)CCCCCN1C(=O)NC(c2ccc(-c3ccccc3)cc2)C(C(=O)OCc2ccccc2)=C1C)C(C(=O)NCCCC)c1cccc(C(=O)OC)c1 (stereo unspecified) | . | 2% | . | . | -4.0 | 110 | . | 19% | . | -0.9%
O=C(c1ccc2c(c1)C(=O)N(Cc1ccco1)C2=O)N1CCOCC1 | 6% | 0% | -0.5% | 6% | -1.3 | 62 | 1.6% | -4% | -9% | 0.3%
N#CCCn1nc(-c2ccc([N+](=O)[O-])cc2)cc1Nc1ccccc1NC(=O)C(F)(F)F | -4% | -10% | 1.8% | 15% | 0.2 | 36 | -6.8% | 16% | -4% | -0.9%
CC(C)(C)NC(=O)C(c1ccccc1)N(C(=O)c1ccco1)C1CC1 (stereo unspecified) | -11% | 0% | -1.6% | 10% | 1.0 | 83 | -0.6% | 2% | -4% | -0.9%
C/C(N)=C(/C#N)C(=O)CSc1nc2ccc(C)cc2[nH]1 | 11% | -3% | 5.6% | 3% | 0.1 | 60 | 4.5% | -3% | -1% | -0.4%
COc1ccc(C(=O)NNC(=O)CN2CCN(c3nc(-c4ccccc4)cs3)CC2)cc1 | 0% | -5% | -0.6% | 2% | 1.9 | 72 | -0.1% | -6% | 1% | -0.6%
CCOC(=O)C1=C(C)NC(=O)NC1c1ccccc1 (stereo unspecified) | 5% | 6% | -0.4% | 11% | -1.2 | 81 | 0.6% | 9% | 0% | -0.1%
Cc1cc(C)nc(NS(=O)(=O)c2ccc(N/C=C/C(=O)c3ccc(Cl)cc3)cc2)n1 | 7% | 0% | 2.3% | 5% | 3.8 | 64 | 0.3% | 27% | 2% | 0.6%
CCN1C(=O)/C(=C2/C(=O)N3c4c(cc(OC(C)=O)cc42)C(C)=CC3(C)C)SC1=S | 7% | 3% | 7.3% | 11% | 5.5 | 55 | 2.9%[50 µM] | -5% | 1% | -0.4%
O=C(O)c1ccc2c(c1)N(Cc1ccccc1F)C(=O)c1ccccc1S2=O (stereo unspecified) | 7% | 6% | 2.8% | 3% | -0.8 | 49 | 0.1% | 20% | 1% | 0.0%
Cc1ccccc1N1C(=O)C2CCCN2C1=S (stereo unspecified) | 4% | . | 1.5% | . | 1.3 | 48 | 1.0%[50 µM] | . | 3% | .
CCCN(CC(=O)Nc1ccccc1OC)C(=O)c1ccc2ncsc2c1 | 3% | . | 0.5% | . | -0.3 | 56 | 1.8%[50 µM] | . | -8% | .

Next part; the last two above are carried over.
SMILES | Rac1 GTP hydrolysis | SIAH1 antagonists | RSV antiviral HEp-2 | SV40 large T antigen | NTR1 ag | NTR1 ag cell count 20 µM | K1F lysis inhibition | AID2073 | Dengue-2 NS5 capping | West Nile antiviral | others
Cc1ccccc1N1C(=O)C2CCCN2C1=S (stereo unspecified) | 4% | . | 1.5% | . | 1.3 | 48 | 1.0%[50 µM] | . | 3% | .
CCCN(CC(=O)Nc1ccccc1OC)C(=O)c1ccc2ncsc2c1 | 3% | . | 0.5% | . | -0.3 | 56 | 1.8%[50 µM] | . | -8% | .
CCN(CC)c1ccc(NC(=O)COC(=O)/C=C/c2nc3ccccc3s2)cc1 | 7% | -6% | 1.7% | 37% | -0.1 | 93 | 0.0% | 27% | 0% | -0.5%
O=C(Nc1ccccc1)Nc1csc2ccccc12 | . | -7% | 21% | 6% | 11 | 48 | . | -9% | . | -0.1%
CN(C)C=C1C(=O)c2ccccc2C1=O | 10% | -4% | 0.7% | 14% | 0.2 | 53 | 0.2% | 11% | -6% | 0.1%
CN(C)C(CNc1ccc(S(C)(=O)=O)cc1[N+](=O)[O-])c1ccccc1 (stereo unspecified) | 1% | 2% | -0.4% | 8% | 2.2 | 50 | -0.4% | 0% | 1% | 0.2%
CC(NC(=O)CN(C)S(=O)(=O)c1ccc(F)cc1)C1CC2CCC1C2 (stereo unspecified) | 3% | . | -0.4% | . | 0.6 | 72 | 0.6%[50 µM] | . | -1% | .
COc1ccc(CC(=O)Nc2sc(Cc3ccccc3)c(C)c2C(N)=O)cc1 | 4% | 2% | . | 2% | 4.9 | 87 | -1.6% | -6% | -3% | 0.5%
Cc1ccc(S(=O)(=O)N2CCCCC2)cc1NC(=O)COC(=O)C1CC2C=CC1C2 (stereo unspecified) | 5% | 5% | 5.9% | 3% | 3.0 | 57 | 0.0% | 6% | 1% | -0.3%
Cc1nn(CC(=O)NC2(C#N)CCCCC2)c(C)c1[N+](=O)[O-] | 6% | . | 1.8% | . | 0.6 | 49 | 1.1%[50 µM] | . | -3% | .
CCCCN(C(=S)Nc1ccc(F)cc1)c1c(N)n(CCC)c(=O)[nH]c1=O | 9% | 2% | 0.6% | -4% | 3.8 | 47 | 0.2% | -9% | -2% | 0.2%
COc1ccc(S(=O)(=O)Nc2c(C(=O)O)[nH]c3ccccc23)c(OC)c1 | 11% | 2% | 0.0% | 14% | -1.2 | 83 | 0.3% | 19% | -5% | -0.2%
CCCCN(C(=O)c1ccc(C)c(S(=O)(=O)N2CCOCC2)c1)c1c(N)n(CCCC)c(=O)[nH]c1=O | 6% | . | 0.3% | 2% | 1.4 | 58 | -1.5% | . | 4% | .
CC(OC(=O)c1nc(Cl)ccc1Cl)C(=O)Nc1ccc2c(c1)OCCO2 (stereo unspecified) | 3% | . | -0.9% | 13% | -0.3 | 58 | 1.7%[50 µM] | . | 1% | .

In the list so far, these contain a COOH group:
SMILES | Rac1 GTP hydrolysis | SIAH1 antagonists | RSV antiviral HEp-2 | SV40 large T antigen | NTR1 ag | NTR1 ag cell count 20 µM | K1F lysis inhibition | AID2073 | Dengue-2 NS5 capping | West Nile antiviral | others
O=C(O)c1ccc2c(c1)N(Cc1ccccc1F)C(=O)c1ccccc1S2=O (stereo unspecified) | 7% | 6% | 2.8% | 3% | -0.8 | 49 | 0.1% | 20% | 1% | 0.0%
COc1ccc(S(=O)(=O)Nc2c(C(=O)O)[nH]c3ccccc23)c(OC)c1 | 11% | 2% | 0.0% | 14% | -1.2 | 83 | 0.3% | 19% | -5% | -0.2%

Other entries follow:
SMILES | Rac1 GTP hydrolysis | SIAH1 antagonists | RSV antiviral HEp-2 | SV40 large T antigen | NTR1 ag | NTR1 ag cell count 20 µM | K1F lysis inhibition | AID2073 | Dengue-2 NS5 capping | West Nile antiviral | others
Cc1ccc(C(=O)Nc2ccc(C(=O)O)cc2NC(=O)c2ccc(C)cc2)cc1 | -4% | -3% | 0.8% | -3% | 2.4 | 51 | -0.4% | -3% | -1% | 0.4%
Cc1cc(C)c2c(n1)sc1c(=O)n(Cc3ccc(F)cc3)cnc12 | 13% | 10% | 3.2% | 6% | 1.3 | 62 | 0.8% | -12% | 6% | -0.7%
CC(=O)Nc1sc(N/N=C/c2ccc(O)cc2)nc1-c1ccc(C)cc1 | 10% | 4% | 1.6% | 29% | 2.1 | 72 | 0.0% | -21% | 9% | 0.6%
CCN(CC)c1ccc(C=Nc2ccc(C)cc2)c(O)c1 | 6% | -4% | 1.5% | -63% | -3.0 | 45 | 1.4% | 5% | 1% | 0.2%
Cc1c(Cl)cnc(NC(=O)COC(=O)c2cccs2)c1Cl | 2% | . | 0.6% | . | 1.6 | 90 | 0.6%[50 µM] | . | -2% | .
Cc1ccc(C)c(N2CCN(C(=O)c3ccc(N4CCOCC4)c([N+](=O)[O-])c3)CC2)c1 | 7% | -4% | 20% | 0% | -0.1 | 45 | -0.1% | 9% | -1% | 0.3%
S=C(NCc1ccccc1)NNc1nc2ccccc2[nH]1 | 29% | 0% | 2.3% | 30% | 1.3 | 52 | -1.6% | 28% | -10% | -0.3%
CCSc1nc(O)c(Cc2ccccc2)c(=O)[nH]1 | 2% | 0% | 1.8% | 1% | -0.7 | 81 | 3.5% | -1% | 0% | 0.4%
CC(C)C1OC2(C)OC(=N)C1(C#N)C(C#N)(C#N)C2c1ccccc1 (stereo unspecified) | -5% | 6% | 4.2% | 18% | 1.4 | 57 | -0.2% | 10% | ? | -0.3%
Cc1nc(N2N=C3/C(=C/c4ccc(F)cc4)CCCC3C2c2ccc(F)cc2)sc1C(=O)N(C)C (stereo unspecified) | 7% | 1% | -2.9% | 14% | 16 | 46 | -0.2% | 32% | -14% | .
O=C(/C=C/c1ccco1)Nc1ccc(Cl)c(S(=O)(=O)N2CCOCC2)c1 | 13% | 9% | 19% | 10% | -0.6 | 65 | -0.1% | -8% | -16% | -0.2%
Cc1coc2cc3oc(=O)c(CCC(=O)N4C[C@H]5C[C@@H](C4)c4cccc(=O)n4C5)c(C)c3cc12 | 6% | -2% | 1.4% | 17% | 0.0 | 94 | -1.4% | 34% | 4% | -1.2%
CC(NC(=O)c1cccc(S(=O)(=O)N2CCCCCC2)c1)c1ccccc1 (stereo unspecified) | 2% | . | 3.0% | . | -0.5 | 47 | -0.2%[50 µM] | . | 4% | .
COc1ccc(S(=O)(=O)Nc2cccc3c2O[C@H](CN(C)C(=O)Nc2ccccc2)[C@@H](C)CN([C@H](C)CO)C3=O)cc1 | 7% | . | . | . | -1.8 | 67 | 0.1% | . | -8% | . | Dengue-2 NS5 capping pilot replicate=-0.6
Cc1nc2sc(C(c3ccc(Cl)cc3)N3CCN(C(=O)c4ccco4)CC3)c(O)n2n1 (stereo unspecified) | 11% | 4% | 0.9% | 2% | 2.2 | 70 | 2.4% | -7% | -3% | 0.4%
Cc1cc(C)cc(NC(=S)NCc2ccc(S(N)(=O)=O)cc2)c1 | 5% | 0% | 2.4% | 21% | -0.7 | 53 | -2.5% | -6% | -4% | 0.2%
COc1ccc(-c2cc(C(=O)N/N=C(\C)c3cccnc3)c3ccccc3n2)cc1 | 0% | 7% | 0.5% | 16% | -0.6 | 54 | -0.1% | 19% | -3% | -0.5%
COCc1cc(C)nc(SCC(=O)Nc2ccc(N3CCOCC3)cc2)c1C#N | 7% | 11% | 1.6% | 9% | 0.9 | 65 | 0.0% | 10% | 5% | -0.7%
CCC(C)c1ccc(OCc2ccc(C(=O)O)o2)cc1 (stereo unspecified) | -4% | 3% | 1.1% | 27% | -0.3 | 86 | -0.3% | 9% | 3% | 0.3%
CCCn1ncc(CN2CCC(C(=O)Nc3cccc(-c4cccc(F)c4)c3)CC2)c1C | 0% | -8% | 8.4% | 3% | 8.7 | 74 | 0.4% | 12% | -13% | -0.2%
CC(C)Sc1nc(C(F)(F)F)cc(=O)n1-c1ccccc1 | 4% | 1% | 0.8% | -5% | 0.7 | 90 | 0.8% | 3% | -4% | 0.1%

From PubChem
